# Screening data from PubChem.
# SRC3 inh: inhibits human SRC3 coactivator; Q9Y6Q9; HEK293 GAL4-SRC3 luciferase reporter, luminescence; inhibition, % at 3.6 µM; actives 0.17% (n = 360,000); AID 588352;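 active means inhibition above a per-campaign cutoff, the mean of all compounds plus 3 SD, cut at about 60% in these data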;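 further: 0% = DMSO-treated cells and 100% = gossypol-treated cells at 36 µM; higher means less SRC3-driven luciferase light from the GAL4 reporter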
# TWEAK-Fn14 inh: inhibitors of TWEAK-Fn14 interaction signaling. actives 2% (n = 360,000). inhibition, % at 10 µM. TWEAK-stimulated Fn14 reporter cells, luciferase luminescence, 8 h; in the data active means inhibition above about 50%
# SRC2 inh: inhibits human steroid receptor coactivator 2; HEK293 GAL4-SRC2 luciferase reporter, luminescence; inhibition, % at 9 µM; actives 0.17% (n = 370,000); Q15596;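 active means inhibition above the mean inhibition of all tested compounds plus 3 SD, set per campaign, cut at about 52% in these data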;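 further: 0% = DMSO treated cells and 100% = cells given Gossypol at 36 µM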
# TRAIL sens C8: sensitizes caspase-8 expressing cells to TRAIL; AID 624354; NB7+C8 cells + TRAIL, ATPlite viability luminescence; inhibition (viability loss, TRAIL sensitization), % at 10 µM; actives 1% (n = 360,000);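 active means compounds causing at least 50% loss of cell viability in the single-dose screen, relative to plate controls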
# NOD2-RIPK2 inh: blocks binding of human NOD2 to RIPK2; O43353; CHO BLA complementation NOD2-RIPK2, CCF4 ratio; inhibition, % at 4.98 µM; actives 0.38% (n = 360,000); AID 624267; in the data active means inhibition above about 21%;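 further: 0% = vehicle only and 100% = reference blocker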
# LRH-1 inv ag: NR5A2 inverse agonism in reporter assay; O00482; HEK293T StAR-luciferase reporter, LRH-1 transfected, 24 h; inhibition, % at 3.6 µM; actives 0.13% (n = 360,000); AID 602396;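 active means inhibition above the mean inhibition of all tested compounds plus 3 SD, cut at about 73% in these data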;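 further: 0% = DMSO wells and 100% = reporter-only cells lacking LRH-1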
# Target sequence (O00482 whole entry, looked up): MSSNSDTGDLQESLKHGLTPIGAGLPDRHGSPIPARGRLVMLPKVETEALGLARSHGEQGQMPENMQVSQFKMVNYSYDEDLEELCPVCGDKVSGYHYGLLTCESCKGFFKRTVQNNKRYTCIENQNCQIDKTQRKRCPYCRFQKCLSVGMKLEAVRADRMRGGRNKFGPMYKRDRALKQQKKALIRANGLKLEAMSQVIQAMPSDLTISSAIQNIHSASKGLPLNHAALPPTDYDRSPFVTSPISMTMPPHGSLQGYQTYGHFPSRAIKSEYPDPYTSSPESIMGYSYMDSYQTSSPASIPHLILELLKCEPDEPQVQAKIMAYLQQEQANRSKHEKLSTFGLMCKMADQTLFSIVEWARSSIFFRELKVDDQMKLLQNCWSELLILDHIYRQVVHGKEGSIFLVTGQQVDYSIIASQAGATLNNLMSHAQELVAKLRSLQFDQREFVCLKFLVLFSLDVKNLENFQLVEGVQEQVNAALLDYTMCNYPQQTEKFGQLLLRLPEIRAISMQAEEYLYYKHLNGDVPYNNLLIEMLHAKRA
# SRC1 inh: inhibits human SRC1 coactivator | inhibition, % at 3.6 µM | actives 0.12% (n = 360,000) | HEK293 GAL4-SRC1 luciferase reporter, luminescence | AID 588354;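 active means inhibition above the campaign mean plus 3 SD, with each screening campaign given its own cutoff, cut at about 60% in these data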;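 further: 0% = DMSO treated cells and 100% = gossypol at 36 µM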
# NR2F2 inh: inhibitors of human COUP-TFII (NR2F2) | HEK293T NGFI-A luciferase reporter, luminescence | AID 686940 | inhibition, % at 8.6 µM | actives 0.7% (n = 370,000);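 active means inhibition above a per-plate cutoff, mean inhibition of test wells between control levels plus 3 SD, cut at about 38% in these data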;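 further: cells cotransfected with COUP-TFII expression vector driving the NGFI-A reporter; 0% = median of COUP-TF2 test wells and 100% = reporter-only cells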
# Target sequence (P24468 whole entry, looked up): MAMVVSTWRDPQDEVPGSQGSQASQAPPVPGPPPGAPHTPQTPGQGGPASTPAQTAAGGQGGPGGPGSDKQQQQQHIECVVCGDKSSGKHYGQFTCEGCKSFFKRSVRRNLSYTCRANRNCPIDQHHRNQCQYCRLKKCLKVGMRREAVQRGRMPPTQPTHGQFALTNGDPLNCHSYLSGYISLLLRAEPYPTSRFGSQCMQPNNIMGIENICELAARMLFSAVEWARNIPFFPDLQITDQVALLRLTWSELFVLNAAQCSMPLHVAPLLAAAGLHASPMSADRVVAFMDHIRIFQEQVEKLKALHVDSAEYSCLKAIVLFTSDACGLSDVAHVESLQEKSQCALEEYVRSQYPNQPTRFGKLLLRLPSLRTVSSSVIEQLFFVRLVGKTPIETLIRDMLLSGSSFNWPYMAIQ
# TLR9-MyD88 inh: TLR9-MyD88 interaction inhibition; CHO BLA complementation TLR9-MyD88, CCF4 FRET ratio; inhibition, % at 4.98 µM; actives 0.21% (n = 340,000); AID 504734;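 active means inhibition above the mean over all tested compounds plus 3 SD, cut at about 21% in these data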;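 further: 0% = DMSO only wells and 100% = clavulanate BLA inhibitor control wells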
# TROY NFkB inh: blocks TROY-dependent signaling in reporter cells; AID 1347056; inhibition, % at 10 µM; Q293 LMP1-TROYcd NF-kB luciferase reporter, 4 h; actives 0.98% (n = 360,000);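 active means compounds whose plate-normalised and pattern-corrected inhibition of the luciferase reporter signal at the single screening dose is 50% or more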
# EBV LMP1 NFkB: inhibitors of Epstein-Barr LMP1-induced NF-kappaB reporter; LMP1-induced NF-kappaB luciferase reporter cells, luminescence; inhibition, % at 12.5 µM; actives 0.69% (n = 350,000); AID 504558; in the data active means inhibition above about 41%;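 further: 0% = neutral control wells and 100% = reference inhibitor control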
# An asterisk follows results filed as active; / = no result given.
SMILES,SRC3 inh,TWEAK-Fn14 inh,SRC2 inh,TRAIL sens C8,NOD2-RIPK2 inh,LRH-1 inv ag,SRC1 inh,NR2F2 inh,TLR9-MyD88 inh,TROY NFkB inh,EBV LMP1 NFkB
CCOc1cc(C)c(C(C)C)cc1S(=O)(=O)NCc1ccccn1,-1,-15,-34,-28,-15,8,5,9,-9,-16,2
CC(=O)C1=C(C)NC(SCC(=O)c2ccc(Cl)cc2)=C(C#N)C1c1ccco1 (configuration not stated),-2,23,7,15,7,-2,-1,6,6,-37,3
CCN(CC)c1ccc(S(=O)(=O)N2CCOCC2)cc1NC(=O)Nc1ccccc1,16,1,2,-2,-2,8,7,5,-9,6,6
Cn1ccs/c1=N\C(=O)Nc1cccc(C(F)(F)F)c1,-29,-15,-40,0,-6,-19,-33,-16,-4,-31,-14
c1ccc(N2CCN(c3nc(-c4cccs4)nc4ccccc34)CC2)cc1,9,11,12,-4,-1,-18,1,1,5,-14,-2
CC(=O)C1=C(O)C(=O)N(Cc2cccnc2)C1c1ccccc1 (configuration not stated),12,-4,-21,8,-4,13,3,1,4,-5,-8
CCOC(=O)c1oc2ccc(/C=N/O)c(Cl)c2c1C,-62,-39,-66,4,1,-105,-51,-29,1,-65,-9
c1ccc(OCCOCCN2CCN(C(c3ccccc3)c3ccccc3)CC2)cc1,16,0,-8,2,0,24,5,8,1,-4,-7
Cc1cccn2c(=O)c(C=O)c(N3CCCCC3)nc12,3,-14,21,0,-2,-2,-3,-10,12,6,-2
Cc1cccc(CCNC(=O)C2CCC(=O)N(Cc3ccc(Cl)cc3)C2)n1 (configuration not stated),-9,0,3,-12,1,0,-26,-5,6,-6,3
CCCc1nn(C)c(C(=O)Nc2ccc(CC)cc2)c1Cl,-8,-14,/,8,3,-7,-19,/,-6,-43,2
CN1C=CC=C/C1=C1/N=C(c2ccccc2)OC1=O,11,5,-21,-6,-5,6,19,10,1,18,-11
O=C(N/N=C\c1ccc2c(c1)OCO2)c1ccc(Cn2cc(Br)c([N+](=O)[O-])n2)o1,-6,-2,-5,-6,1,9,11,6,7,10,-2
CNC(=O)c1ccc(OC2CSC2)cc1,22,-18,-10,-2,-27,-7,6,-22,-2,-13,0
COc1ccc(CN(C(=O)c2cc(=O)c3ccccc3o2)C2CCS(=O)(=O)C2)cc1OC (configuration not stated),12,-3,16,1,-5,-22,-4,-9,-2,8,-3
O=C(COC(=O)c1ccccc1NC(=O)c1ccco1)NCC1CCCCC1,10,6,-8,-5,0,10,-22,-9,0,-3,2
Cc1ccccc1-n1c(N)cc(=O)[nH]c1=S,16,3,-14,10,4,-3,-9,-15,0,-37,9
O=C(c1ccc(NC2=NC3CS(=O)(=O)CC3S2)cc1)N1CCc2ccccc2C1 (configuration not stated),-2,11,-21,-9,1,-10,6,13,9,-3,19
O=CN1CCN(CC(O)Cn2c3ccccc3c3ccccc32)CC1 (configuration not stated),1,-5,19,-4,0,8,-14,-15,1,0,1
COc1cc(/C=C/C(=O)OCC(=O)N2CCN(S(=O)(=O)c3ccc(C)cc3C)CC2)ccc1OC(F)F,-2,11,-12,-13,5,6,0,-1,-2,25,1
CCOC(=O)CSc1nn(C)c(=S)s1,-7,-15,-32,9,-5,-10,3,2,2,6,4
Oc1ccc(CCc2n[nH]c(=S)n2-c2ccc(F)cc2)cc1,24,2,-22,-9,1,-3,8,2,-1,10,-3
CCn1c(SC(C)C(=O)N2CCOCC2)nc2sc(C)c(C)c2c1=O (configuration not stated),-4,-1,11,11,-3,-8,18,10,-4,-2,-2
CCOc1ccc(/C=N/NC(=O)c2cc(-c3ccccc3)nc3ccccc23)cc1O,-4,-4,-9,16,-6,3,9,-21,-2,15,-6
CSCCC(NC(=O)c1cccc(C)c1)C(=O)NNC(=O)c1cccs1 (configuration not stated),4,-12,-7,-19,3,-2,-3,3,-6,-4,7
Cn1c(=O)c2c(=O)cc(N)[nH]c2n(C)c1=O,10,7,5,-16,9,13,-4,5,-3,-3,1
COc1ccc(CCNC(=O)CSc2cn(Cc3cccc(C)c3)c3ccccc23)cc1OC,-5,23,23,13,-16,4,11,5,8,24,-10
CN(Cc1ccccc1)C(=O)c1nc2ccccn2c1CNCCn1cccn1,10,8,16,-6,3,-4,5,-9,4,-9,-4
COC(=O)c1c(C)c2c(C)cc3ccccn3c-2c1C(=O)OC,-4,-11,12,11,0,10,-17,1,6,10,-1
O=C(Nc1ccc(S(=O)(=O)Nc2ncccn2)cc1)c1cccc(Br)c1,-8,7,1,-12,-12,3,-21,1,-1,8,0
O=C(C1CCCN(Cc2nc(-c3ccc(Cl)cc3)no2)C1)N1CCOCC1 (configuration not stated),1,11,12,2,14,5,-10,25,-6,3,0
COc1ccc(-c2nn3c(-c4ccccn4)nnc3s2)cc1OC,12,-10,-42,-7,-8,7,3,-18,1,2,9
C=CCOc1ccc2oc(=O)cc(C)c2c1,19,-20,9,6,-5,-7,-2,17,-8,-10,2
CCOC(=O)c1cccc(NC(=O)CSc2nnc(C3CCCCC3)n2C)c1,24,9,-9,-17,3,17,-17,-5,2,-17,3
O=C(CCCCCNC(=O)N1CCn2c1nc1ccccc12)N[C@H](C(=O)O)c1ccccc1,13,16,8,-1,-9,-17,-4,-4,-7,-15,3
O=C(CC1CCCC1)Nc1cccc(Br)c1,-1,-24,-23,-24,-4,-30,-15,7,-7,-36,1
Cc1cc(C(=O)NCC(C)C)c2ccccc2n1,6,8,-24,30,-7,2,0,3,-8,11,-3
CCOC(=O)c1ccccc1NC(=O)CN(c1ccccc1OC)S(C)(=O)=O,23,7,10,-13,-5,-2,6,24,12,-27,-2
COc1ccccc1CNC(=O)c1cc2sccc2n1C,10,-33,/,14,-1,7,2,/,-12,-8,-10
Cc1ccc(C(=O)OCC(=O)c2c(N)n(C)c(=O)n(C)c2=O)cc1S(=O)(=O)N1CCCCC1,17,-3,-10,-13,8,-22,8,11,0,8,-5

# Some of these compounds in order of SMILES length, ascending.
SMILES,SRC3 inh,TWEAK-Fn14 inh,SRC2 inh,TRAIL sens C8,NOD2-RIPK2 inh,LRH-1 inv ag,SRC1 inh,NR2F2 inh,TLR9-MyD88 inh,TROY NFkB inh,EBV LMP1 NFkB
Cc1ccccc1-n1c(N)cc(=O)[nH]c1=S,16,3,-14,10,4,-3,-9,-15,0,-37,9
CCOC(=O)c1oc2ccc(/C=N/O)c(Cl)c2c1C,-62,-39,-66,4,1,-105,-51,-29,1,-65,-9
COC(=O)c1c(C)c2c(C)cc3ccccn3c-2c1C(=O)OC,-4,-11,12,11,0,10,-17,1,6,10,-1
CCN(CC)c1ccc(S(=O)(=O)N2CCOCC2)cc1NC(=O)Nc1ccccc1,16,1,2,-2,-2,8,7,5,-9,6,6
O=C(N/N=C\c1ccc2c(c1)OCO2)c1ccc(Cn2cc(Br)c([N+](=O)[O-])n2)o1,-6,-2,-5,-6,1,9,11,6,7,10,-2

# Additional compounds follow.
SMILES,SRC3 inh,TWEAK-Fn14 inh,SRC2 inh,TRAIL sens C8,NOD2-RIPK2 inh,LRH-1 inv ag,SRC1 inh,NR2F2 inh,TLR9-MyD88 inh,TROY NFkB inh,EBV LMP1 NFkB
CCOc1ccc(-c2cc(C(=O)NCCCN3CCN(CC)CC3)c3ccccc3n2)cc1,-49,1,-61,47,-4,-19,-26,-10,-5,-14,-7
O=C(N/N=C/c1coc2ccc(Cl)cc2c1=O)c1ccncc1,30,54*,49,9,-4,9,17,30,-7,32,2
CN(C)c1nnnn1-c1ccc(OC(F)(F)F)cc1,-3,-6,-12,-1,-5,3,-15,3,-6,11,10
COc1cccc2c(=O)cc(C)n(CC(=O)Nc3ccccc3C)c12,-5,11,-12,10,-3,-1,-6,22,-1,-1,8
CCOc1ccc(NC(=O)CCC(=O)NNC(=O)Nc2ccc(Cl)cc2)cc1,8,-9,-2,0,-11,-2,4,5,/,-37,-6
C/C=C/c1ccc(OCC(=O)OCC(=O)Nc2c(C)nn(-c3ccccc3)c2C)c(OC)c1,9,-24,7,16,-1,2,-5,2,4,0,0
Cc1cccc(NC(=O)Cn2ccn(-c3ccc4c(c3)OCCO4)c(=O)c2=O)c1,-21,7,-10,0,-6,-4,-10,15,-3,4,1
CC(=O)c1ccc(NC(=O)c2onc(C)c2Cl)cc1,-91,2,-62,42,-7,-151,-98,-39,13,-30,0
CC1CN(c2nc3c(c(=O)n(C)c(=O)n3C)n2Cc2c(F)cccc2Cl)CC(C)O1 (configuration not stated),1,-23,0,-7,-5,9,-1,13,1,10,1
COc1ccc(C(=O)NCCN2CCCC2)cc1,4,10,-6,5,-10,-5,-14,3,3,0,1
Cc1ccc2cc(C)c3nnc(SCC(=O)NCc4ccco4)n3c2c1,-1,52*,/,8,-10,6,9,/,-1,-13,17
COc1ccc([C@@H]2C(C#N)=C(N)S[C@@H](c3ccccc3)[C@@H]2[N+](=O)[O-])cc1,-8,10,-28,-17,4,-10,13,2,10,5,8
COc1ccc(C(O)P(=O)(OC2CCCCC2)c2ccc(N(C)C)cc2)cc1OC (configuration not stated),12,8,-24,-21,1,-4,-7,-3,-10,-21,-2
COC(=O)CCC(=O)OC1(C)C(=O)C2=CN(Cc3ccc4c(c3)OCO4)C(c3ccc(OC)cc3)=CC2=C(Br)C1=O (configuration not stated),12,-21,/,-17,-36,-9,4,/,0,2,-12
Cc1ccc(CSc2ccc(S(=O)(=O)N3CCOCC3)cn2)cc1,0,6,10,7,7,0,0,5,4,-3,0
CC(C(=O)Nc1ncc2c(n1)CC(C)(C)CC2=O)N1C(=O)c2ccccc2C1=O (configuration not stated),-17,-1,-8,1,-3,16,-5,-5,-5,8,1
CCc1nc2c(OCC(=O)C(C)(C)C)cccn2c1N(C)C(=O)C(C)C,-8,0,/,-8,-9,11,-9,/,/,-4,/
CCOc1ccccc1Nc1nc(N)nc(Cl)c1CC,-10,-8,-9,-8,0,-25,10,17,-5,5,8
CCCC(=O)N1CCC1(C)C(=O)Nc1cc(C)ccc1C (configuration not stated),-15,4,-7,14,0,8,6,8,/,21,/
Cc1cnc(CN(C)C(=O)C2CCC(=O)N(CCc3ccc(Cl)cc3)C2)[nH]1 (configuration not stated),-9,-7,12,-13,-7,-1,4,13,0,-4,-2
CNS(=O)(=O)c1ccc(NC(=O)c2cncc(Br)c2)cc1,13,36,-3,10,4,8,-13,-6,5,-9,-6
Cc1nn(CC(=O)Nc2ccc(C(=O)N(C)C)cc2)c(=O)c2ccccc12,8,-9,11,7,6,6,-16,-6,8,11,6
CCOC1=C2[C@H](c3ccc(CC)cc3)N(S(=O)(=O)c3ccc(C)cc3)C[C@H]2n2c(=O)n(-c3ccccc3)c(=O)n2C1,-14,14,13,-7,-8,-2,4,-4,/,13,/
COc1ccc(CN2CC(C(=O)NCCc3ccc(C)cc3)CC2=O)cc1 (configuration not stated),0,-5,4,7,1,0,1,-8,-1,19,8
Cc1cc(C)c(NC(=O)/C(=C/c2ccccc2)c2ccccc2)c(C)c1,6,4,3,7,-3,10,0,-7,-4,-1,6
O=C(OCc1ccc(C(=O)c2ccccc2)cc1)c1cccc(-c2nnc(-c3ccccc3)o2)c1,-50,44,-50,18,-12,-58,-23,-26,-4,-6,-1
O=C(NC(=S)NCc1ccco1)c1ccc(Br)cc1,-5,-12,-32,11,-9,-6,0,7,-3,-52,-8

# Not all compounds are listed, so the mix of outcomes need not match the whole.
